HTRA1 inhibitor – inhibitors of human serine peptidase HTRA1. Q92743. recombinant HTRA1, FP-rhodamine activity-based probe, fluorescence polarization. inhibition, % at 5.96 µM. actives 0.5% (n = 340,000). AID 504803; in the data active means inhibition above about 36%;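 further: 0% = enzyme with DMSO and 100% = wells lacking enzyme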
ASAP1 GAP inh – ASAP1 ArfGAP inhibition; Q9ULH1; ASAP1-stimulated ARF1 GTP hydrolysis, GDP FP detection; inhibition, % at 16.5 µM; actives 0.19% (n = 360,000); in the data active means inhibition above about 25%;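 further: 0% = vehicle with enzyme and substrate and 100% = no enzyme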
Target sequence (Q9ULH1 325-724 limits assumed): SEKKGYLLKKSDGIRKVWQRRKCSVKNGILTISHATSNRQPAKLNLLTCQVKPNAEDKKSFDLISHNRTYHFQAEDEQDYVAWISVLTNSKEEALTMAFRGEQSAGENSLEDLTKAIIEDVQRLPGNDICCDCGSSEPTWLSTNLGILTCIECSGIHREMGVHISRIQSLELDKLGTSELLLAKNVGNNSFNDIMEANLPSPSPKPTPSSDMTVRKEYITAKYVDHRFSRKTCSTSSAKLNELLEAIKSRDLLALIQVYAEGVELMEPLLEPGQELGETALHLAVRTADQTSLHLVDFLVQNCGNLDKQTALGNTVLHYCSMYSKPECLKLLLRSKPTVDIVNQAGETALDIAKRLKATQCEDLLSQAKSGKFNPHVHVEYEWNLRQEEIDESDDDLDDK
rCAG binder – molecules binding r(CAG) RNA repeats | r(CAG) RNA repeat, TO-PRO-1 dye displacement fluorescence | inhibition, % at 3 µM | actives 1.3% (n = 370,000);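 active means inhibition above the plate cutoff, the mean of all test compounds on that plate plus 3 SD, cut at about 35% in these data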;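 further: 0% = DMSO alone and 100% = 100 µM mitoxantrone as full dye displacement; higher means more dye released from RNA so lower well fluorescence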
SMARCA2 act – SMARCA2 function activation, primary screen; MG213 cells, MMTV-luciferase reporter, dexamethasone, overnight; activation, % at 9.1 µM; actives 1% (n = 370,000); in the data active means activation above about 7.8%;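 further: 0% = vehicle wells and 100% = reference activator wells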
GC-A act – GC-A (human) enzyme activation. P16066. HEK293 GC-A cells, cGMP TR-FRET, EC30 ANP; 0% at EC30 ANP, 100% saturating ANP. activation, % at 10 µM. actives 0.14% (n = 370,000); in the data active means activation above about 40%
PG9 binder – PG9 antibody binding by small molecule; TR-FRET gp120-PG9 antibody binding; inhibition, % at 6.7 µM; actives 0.43% (n = 360,000); in the data active means inhibition above about 8.5%
ARFGAP1 inh – inhibits rat ARF GTPase activating protein 1; Arfgap1-stimulated ARF1 GTP hydrolysis, GDP FP detection; inhibition, % at 16.5 µM; actives 0.26% (n = 360,000); AID 651572;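 active means inhibition above a per-plate limit, mean inhibition of low control wells plus 3 SD, cut at about 25% in these data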;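 further: 0% = DMSO wells with enzyme and 100% = wells lacking Arfgap1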
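Repeats: one replicate per compound; assay system: rat Arfgap1 catalytic domain, aa 1-136; times: enzyme reaction 120 min at 25 °C after 20 min preincubation; detection: FP of antibody-bound GDP Alexa 633 tracer, ex 620/em 688 nm; benchmarks: high control wells lacking Arfgap1, low control full reaction with DMSO; reagent: human ARF1(Δ1-17)-GTP substrate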
GC-B act – GC-B (human) receptor activation | P20594 | HEK293-GC-B cells, CNP EC30, cGMP TR-FRET; 0% at EC30 CNP, 100% saturating CNP | activation, % at 10 µM | actives 0.11% (n = 370,000);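 active means activation at 10 µM reaching about 35% in either raw or pattern-adjusted values, limit read from the data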
NR1D1 modulator – modulates human Rev-erb alpha binding to DNA | AID 1259318 | activity, % at 10 µM | P20393 | Rev-erbα–FITC-DNA binding, fluorescence polarization, 90 min | actives 0.79% (n = 370,000);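 active means activity above about 14%, limit read from the data; passing the limit was not always enough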;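 further: 0% = DMSO wells with 35 nM protein and 100% = DMSO wells with 750 nM protein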
Target sequence (P20393 whole entry, looked up): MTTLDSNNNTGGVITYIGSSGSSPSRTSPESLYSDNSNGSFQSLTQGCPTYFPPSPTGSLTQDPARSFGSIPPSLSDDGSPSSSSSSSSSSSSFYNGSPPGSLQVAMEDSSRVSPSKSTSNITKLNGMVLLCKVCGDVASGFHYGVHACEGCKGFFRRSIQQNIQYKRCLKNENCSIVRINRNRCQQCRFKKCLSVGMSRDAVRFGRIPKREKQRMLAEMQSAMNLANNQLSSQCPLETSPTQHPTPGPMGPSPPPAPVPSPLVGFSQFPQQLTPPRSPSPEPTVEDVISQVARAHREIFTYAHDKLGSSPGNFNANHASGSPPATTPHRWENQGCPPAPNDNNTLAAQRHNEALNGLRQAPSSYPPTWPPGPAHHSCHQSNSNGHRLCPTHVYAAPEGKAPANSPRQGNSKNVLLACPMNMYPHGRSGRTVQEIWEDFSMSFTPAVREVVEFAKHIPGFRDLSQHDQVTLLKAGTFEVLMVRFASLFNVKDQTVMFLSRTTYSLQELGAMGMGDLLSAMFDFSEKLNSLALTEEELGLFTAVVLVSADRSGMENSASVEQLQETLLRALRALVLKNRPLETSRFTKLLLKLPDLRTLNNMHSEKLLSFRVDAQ
mABHD4 FP – ABHD4 (mouse) inhibition, primary FP screen. actives 0.54% (n = 370,000). Q8VD66. purified mABHD4, FP-Rh probe fluorescence polarization. AID 720543. inhibition, % at 8.92 µM;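 active means inhibition exceeding the mean over every tested compound plus 3 SD, cut at about 30% in these data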;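 further: 0% = plate median of compound wells and 100% = S159A mutant with DMSO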
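Assay system: wild-type mouse ABHD4 protein; compound: single nominal dose of 8.92 µM, 0.89% DMSO final; schedule: 45 min + 60 min at 25 °C; measured by: FP readout, ex 525 nm / em 598 nm; evaluation: % inhibition of FP-Rh probe binding versus controls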
* = called active by the depositor; . = no result given.

Results follow in this order: HTRA1 inhibitor | ASAP1 GAP inh | rCAG binder | SMARCA2 act | GC-A act | PG9 binder | ARFGAP1 inh | GC-B act | NR1D1 modulator | mABHD4 FP
1) COCCNC(=O)/C(C#N)=C/c1cc(C(C)C)c(OC)cc1C
  -7 | 4 | -7 | -3 | -3 | 0.9 | 20 | 4 | 0 | 3
2) Cc1cccc(OCC(=O)NC(=S)Nc2ccc(S(=O)(=O)NC3CCCCC3)cc2)c1
  -74 | -6 | 4 | 0 | -2 | -1.7 | 3 | 1 | 3 | -9
3) Cc1ccccc1CN1CCN(CCCc2ccccc2)C(CCO)C1 (configuration not stated)
  -3 | -3 | -9 | 4 | 2 | -0.7 | 6 | -1 | -4 | -4
4) CC(C)(C)c1ccc(C(=O)NCc2ccccc2)cc1
  -6 | -13 | -3 | 3 | 5 | -1.4 | -8 | -1 | 2 | -8
5) CCOc1cccc(OCCOCCOc2ccccc2C(C)=O)c1
  -10 | -15 | 1 | -3 | -5 | -2.1 | 12 | -4 | -8 | -8
6) CCOC(=O)COc1nc(C)cc(C(F)(F)F)c1C#N
  . | 6 | -1 | -2 | -8 | 0.3 | -2 | -5 | 3 | -2
7) CCn1c(C)nc2cc(C(=O)NNC(=O)[C@@H](NC(=O)c3cc(OC)cc(OC)c3)C(C)C)ccc21
  5 | -11 | 0 | -4 | 0 | -1.4 | -15 | 1 | 2 | -8
8) C[C@H](CO)N1C[C@H](C)[C@H](CN(C)S(=O)(=O)c2ccc(Cl)cc2)OCc2cnnn2CCCC1=O
  1 | -12 | -1 | 2 | 0 | -1.6 | 1 | 1 | 2 | 5
9) Cc1cccc(NC(=O)CSc2ncnc3sc(C)c(C)c23)n1
  -27 | -15 | 5 | -2 | 0 | 1.2 | 6 | 2 | -2 | -5
10) O=C(COc1ccc(F)cc1)c1ccc2c(c1)CCCC2
  -25 | 6 | 6 | -3 | 1 | 1.3 | -7 | 7 | 0 | -10
11) CCOC(=O)NC(=O)/C(C#N)=N\Nc1ccc(Cl)cc1
  -4 | -1 | 24 | -1 | 1 | -1.5 | 11 | 1 | 3 | 2
12) O=[N+]([O-])c1cc(S(=O)(=O)N2CCCCC2)ccc1NCCCN1CCOCC1
  4 | 3 | -3 | -1 | 1 | 0.9 | 3 | 2 | -1 | -2
13) O=[N+]([O-])c1ccc(S(=O)(=O)NNC(=S)NCCc2ccccc2)cc1
  -1 | 8 | 6 | -3 | 3 | -1.2 | 2 | 3 | 8 | -3
14) CCOc1ccc(C(=O)CCC(=O)N2CCN(c3ncccn3)CC2)cc1
  -8 | -4 | -1 | -2 | 0 | -1.1 | -8 | 4 | -9 | -2
15) COc1cccc(/C=N/NC(=O)C(C)Cn2cnc3ccccc32)c1 (configuration not stated)
  . | -13 | -5 | -4 | -5 | -1.2 | 1 | -1 | 0 | -12
16) CCCCNC(=O)c1cnc(Cc2c[nH]c3ccccc23)c(I)c1
  . | 9 | 14 | 0 | -4 | -0.8 | 11 | -8 | 8 | 9
17) O=C(Nn1cnnc1)c1ccc(Cl)c([N+](=O)[O-])c1
  2 | -8 | -2 | -5 | 1 | -2.1 | 3 | -4 | -4 | 1
18) COc1ccc(C(=O)N2CCN(C)C(=O)[C@@H]2C)cc1OC1CCN(C(C)C)CC1
  8 | 1 | -2 | -1 | 2 | -0.4 | 5 | 3 | 0 | -3
19) Cc1cc(C(=O)COC(=O)CC(NC(N)=O)c2ccc(Cl)cc2)c(C)n1C (configuration not stated)
  9 | 4 | 14 | 3 | 2 | -2.1 | 8 | 3 | -19 | 1
20) Cc1ccc(NC(=O)Cc2ccsc2)cc1S(=O)(=O)N1CCOCC1
  1 | 4 | 1 | -2 | 0 | -0.5 | 2 | 0 | -1 | -5
21) COCCn1c(SCC(=O)Nc2cccc(OC)c2)nc2c(oc3ccccc32)c1=O
  -17 | 0 | 8 | -1 | -3 | -0.3 | 5 | -3 | -5 | -9
22) COc1ccc(C(=O)Nc2nncs2)c(OC)c1
  0 | 8 | 2 | 6 | -2 | 0.8 | -6 | -3 | 11 | 3
23) COc1ccc(S(=O)(=O)NCC(=O)NCc2cc(=O)n(C)c(=O)n2C)cc1
  0 | 11 | 0 | 0 | 1 | 0.3 | -12 | 0 | 2 | -7
24) COc1cc(C2NC(=O)NC(C)=C2C(=O)OC2CCCCC2)cc(Cl)c1O (configuration not stated)
  0 | -6 | 0 | -1 | -53 | -2.5 | -6 | -12 | 1 | -3
25) COCCN(C(=O)CCN1C(=O)C2CC=CCC2C1=O)c1c(N)n(CC(C)C)c(=O)[nH]c1=O (configuration not stated)
  0 | -8 | 1 | 0 | 1 | 1.8 | -5 | 0 | 4 | -5
26) O=Cc1cc2c(cc1[B-](F)(F)F)OCO2
  9 | 2 | 0 | -2 | 4 | -2.6 | -5 | 2 | 2 | 9
27) CCN(Cc1ccccc1)S(=O)(=O)c1c(C(=O)N2CCCC2)c(C)n(C)c1C
  2 | 2 | -5 | -1 | -2 | -1.7 | 8 | -3 | 6 | -1
28) O=C(O)C1CCN(C(=O)c2ccc(S(=O)(=O)N3CCCCCC3)cc2)CC1
  -2 | 2 | 1 | -2 | 2 | -1.1 | -7 | 1 | -1 | -5
29) Cc1cc(C(=O)CN2C(=O)c3ccccc3S2(=O)=O)c(C)n1C(C)C
  0 | 16 | 2 | -5 | 1 | -0.2 | 5 | -3 | -1 | 4
30) COc1ccc(C(=O)N2CCC(C(=O)c3ccc(F)cc3)CC2)cc1
  6 | 5 | -1 | -6 | 4 | -0.5 | 1 | -6 | -1 | 0
31) CCOC(=O)C1CCN(c2cc3c(cc2NC(=O)c2ccccc2Br)n(C)c(=O)n3C)CC1
  -2 | 0 | -2 | -2 | -2 | -0.6 | 1 | 4 | 4 | -1
32) O=C(NC1CCN(C(=O)C2CCCCC2)CC1)c1ccccc1
  -5 | 0 | -5 | -1 | 0 | -1.7 | 1 | 5 | -1 | 4
33) Cn1cnc([N+](=O)[O-])c1Nc1ccccc1O
  6 | -5 | 8 | -1 | 1 | 1.1 | 0 | 4 | 4 | -13
34) O=C(Nc1cc(Cl)cc(Cl)c1)N[C@@H]1CC[C@@H](CCNS(=O)(=O)c2cccc(F)c2)O[C@@H]1CO
  . | 18 | 4 | -6 | 2 | -0.1 | 0 | -2 | 1 | -17
35) O=S(=O)(Nc1nc2ccccc2nc1NCC1CCCO1)c1cccs1 (configuration not stated)
  0 | -12 | 30 | -2 | 3 | 0.2 | 0 | 1 | 0 | 6
36) COC(=O)COc1ccc(S(=O)(=O)NCc2cccnc2)cc1
  0 | -3 | -1 | 0 | -2 | -0.6 | -2 | 2 | 7 | -5
37) CSc1cnc2c(=O)[nH]c(=O)n(C)c2n1
  -2 | -18 | -6 | 1 | 2 | 0.1 | -12 | 4 | -2 | 4
38) O=C(CSc1nc2ccccc2[nH]1)N1c2ccccc2Sc2ccccc21
  -36 | 4 | 0 | -2 | -20 | -2.4 | -7 | -8 | 8 | -15
39) Cc1cccn2c(=O)nc(SCC(=O)NCc3ccc4c(c3)OCO4)nc12
  -2 | 3 | 1 | 0 | -1 | -2.0 | -12 | 6 | -2 | -2
40) CCC(C(=O)OCC(=O)C1(O)CCC2C3CCC4=CC(=O)CCC4(C)C3C(O)CC21C)C(C)C (configuration not stated)
  -26 | -10 | 1 | -5 | 8 | -0.4 | 2 | 5 | 1 | -6
41) COc1cc(S(=O)(=O)N(Cc2ccccc2)Cc2ccccn2)ccc1-n1cnnn1
  -4 | -1 | -7 | -3 | -3 | -1.7 | 2 | 0 | 5 | -5
42) Cc1ccc(S(=O)(=O)N2C[C@]3(O)C[C@@H]4C(=O)N(c5ccccc5)C(=O)[C@@H]4C[C@]3(OC(=O)NCC3CCCCC3)C2)cc1
  -4 | -12 | 9 | -1 | -1 | -0.1 | 7 | 4 | 6 | 2
43) CC(C)S(=O)(=O)c1csc(C(=O)NN)c1Cl
  . | -6 | 1 | -4 | -2 | 1.3 | 2 | 4 | 3 | -2
44) COCCCNC(=O)c1cccc(S(=O)(=O)N2CC3(C)CC2CC(C)(C)C3)c1 (configuration not stated)
  1 | -10 | -11 | 0 | 0 | -0.4 | 1 | 3 | -2 | -3
45) Cc1ccc(C(=O)c2cn[nH]c2-c2ccccc2O)cc1
  -2 | 3 | 5 | 2 | -6 | 0.4 | 6 | -7 | -3 | -6

Molecules listed so far that contain a cyano group, in the order listed:
Results follow in this order: HTRA1 inhibitor | ASAP1 GAP inh | rCAG binder | SMARCA2 act | GC-A act | PG9 binder | ARFGAP1 inh | GC-B act | NR1D1 modulator | mABHD4 FP
1) COCCNC(=O)/C(C#N)=C/c1cc(C(C)C)c(OC)cc1C
  -7 | 4 | -7 | -3 | -3 | 0.9 | 20 | 4 | 0 | 3
6) CCOC(=O)COc1nc(C)cc(C(F)(F)F)c1C#N
  . | 6 | -1 | -2 | -8 | 0.3 | -2 | -5 | 3 | -2
11) CCOC(=O)NC(=O)/C(C#N)=N\Nc1ccc(Cl)cc1
  -4 | -1 | 24 | -1 | 1 | -1.5 | 11 | 1 | 3 | 2

The listing continues:
Results follow in this order: HTRA1 inhibitor | ASAP1 GAP inh | rCAG binder | SMARCA2 act | GC-A act | PG9 binder | ARFGAP1 inh | GC-B act | NR1D1 modulator | mABHD4 FP
46) CS(=O)(=O)c1ccc(Cl)c(C(=O)O)c1
  13 | -2 | 0 | 5 | 4 | -0.9 | 0 | 2 | -1 | 5
47) Cc1ccc(S(=O)(=O)NNC(=O)Nc2cccc(F)c2)c(C)c1
  -1 | 1 | 0 | -3 | -1 | -3.6 | -3 | -2 | -2 | 2
48) Cn1c(=O)[nH]c(=O)c2c1nc(N1CCCCCC1)n2CCCSc1nc2ccccc2o1
  4 | -13 | -4 | -2 | -18 | 0.1 | 12 | -11 | -2 | 6
49) COc1ccc(NC(=O)CN(C)C(=O)CCCSc2nc3ccccc3[nH]2)cc1
  5 | 10 | -8 | -1 | -1 | -0.5 | -4 | 1 | 10 | 3
50) COc1cc(O)sc1C=Nc1ccc(Cl)cc1
  2 | 0 | 4 | 6 | -37 | -3.9 | 4 | -17 | 4 | -2
51) C[C@@H](NC(=O)[C@@H]1Cc2ccccc2CN1)C(=O)NC1CCCC1
  5 | -2 | 1 | 1 | 0 | 0.6 | 17 | 1 | -3 | 1
52) CCOC(=O)C(C)Oc1ccc(OCc2ccccc2)cc1 (configuration not stated)
  -4 | -7 | -6 | -3 | 9 | -1.7 | 2 | 3 | -3 | -3
53) CCOc1ncccc1C(=O)OCC(=O)NCCc1ccccc1
  0 | 9 | -5 | 0 | 0 | -0.4 | -2 | 1 | -4 | 1
54) C=CCc1cccc2cc(C(=O)NC3=C(C#N)CCC3)c(=O)oc12
  -4 | 11 | 3 | 0 | 0 | -1.5 | 10 | -6 | 1 | 1
55) COC(=O)C1(C(F)(F)F)N=C(C(F)(F)F)Nc2ccc(Cl)cc21 (configuration not stated)
  1 | -10 | -2 | -3 | 2 | -2.9 | 1 | 1 | 1 | -10
56) Cc1cc(Oc2ccc(C#N)cc2)nc(N2CCOCC2)n1
  2 | 7 | -8 | 1 | 1 | -1.9 | 7 | 1 | 0 | -10

Screening results: PubChem BioAssay, several laboratories
